ABCB6 inh MLPCN – inhibitors of human ABC transporter ABCB6; Q9NP58; K562-ABCB6 porphyrin accumulation, flow cytometry, 1 h; stronger effect = lower value; fluorescence ratio to DMSO, % at 10 µM; 360,000 tested, 0.19% active; AID 602162;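 active = fluorescence ratio to DMSO below 75%, the collection mean minus 3 SD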;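 also: signal is porphyrin accumulated inside mitochondria; 100% equals median channel fluorescence of DMSO control wells; lower ratio means ABCB6 inhibition with less porphyrin fluorescence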
MC4R antag cAMP – antagonists of human melanocortin 4 receptor (MC4R); P32245; MC4R-expressing cells, MTII-stimulated cAMP, LANCE TR-FRET; inhibition, % at 6.5 µM; 360,000 tested, 0.48% active; AID 540295;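 active = inhibition above its plate's cutoff, the mean of tested wells on that plate plus 3 SD, cut at about 29% in these data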;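 also: 0% = Melanotan II alone and 100% = Melanotan II plus saturating MCL0020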
Target sequence (P32245 whole entry, looked up): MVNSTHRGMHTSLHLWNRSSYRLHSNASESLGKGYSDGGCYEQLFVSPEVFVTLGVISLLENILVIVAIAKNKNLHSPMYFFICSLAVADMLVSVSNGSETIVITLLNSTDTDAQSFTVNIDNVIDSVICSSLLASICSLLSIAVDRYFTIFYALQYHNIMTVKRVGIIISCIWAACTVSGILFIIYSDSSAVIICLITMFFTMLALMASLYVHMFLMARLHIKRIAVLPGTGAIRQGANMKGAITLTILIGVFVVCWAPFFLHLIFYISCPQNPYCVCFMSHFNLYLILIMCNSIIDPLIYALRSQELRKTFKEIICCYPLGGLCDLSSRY
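Assay system: U2OS cells stably expressing human melanocortin 4 receptor (MC4R) / Dosing: 6.5 µM / Timing: compound 30 min, challenge 1 h, detection 1 h / Measured by: Eu-cAMP/anti-cAMP TR-FRET, emission 671 nm / Replicates: singlicate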
MC4R ag barr – human MC4R agonism via beta-arrestin. AID 540308. P32245. U2OS MC4R beta-arrestin complementation, luminescence; percent of melanotan II response, DMSO zero. activation, % at 8.9 µM. 360,000 tested, 0.98% active;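 active = activation above a per-plate cutoff, the mean activation of sample wells on that plate plus 3 SD, cut at about 8% in these data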
Vif inh – HIV Vif inhibition; 340,000 tested, 0.35% active; inhibition, % at 7.49 µM; AID 602346; HEK293T cells, Vif self-association by quenched fluorescence, imaging, 24 h; in the data active = inhibition above about 50%, passing the limit was not always enough; also: some results filed as inactive read as strong as hits
aDG glyco act – alpha-DG glycosylation activation | 360,000 tested, 0.22% active | Pro5-aDG cells, alpha-DG glycosylation AlphaScreen (IIH6); 0% Pro5, 100% B10-LARGE cell signal | activation, % at 10 µM;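 active = activation of at least 8% versus controls, or a plate z-score of at least 8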;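 also: Pro5 are CHO cells carrying HIG-tagged alpha-DG that lacks glycosylation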
H9c2 protect – modulators protecting cardiomyocytes from myocardial damage; H9c2 cardiomyocytes, H2O2 injury protection, ATPLite, 2 h; protection from H2O2 cell death, % at 20 µM; AID 588492; 360,000 tested, 0.63% active;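 active = compounds giving at least 50% protection of heart cells from peroxide-induced death in the single-dose screen, raw or plate-pattern-corrected value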;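 also: 0% = DMSO wells with peroxide and 100% = DMSO wells without peroxide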
Glyco luc inh – blocks N-linked glycosylation in D54 reporter cells; D54 ERlucT glycosylation luciferase reporter, 24 h; percent of 100 nM tunicamycin response; reporter increase, % at 12.5 µM; 360,000 tested, 0.23% active; AID 588692;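 active = mean luciferase reporter signal, scaled so untreated is 0 and the glycosylation-blocking control 100, at or above a set limit in every replicate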;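 also: luciferase carries N-glycosylation sites so blocking glycosylation raises the light; 0% = median of neutral control wells and 100% = median of 100 nM tunicamycin wells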
PDI turbidity – blocks human protein disulfide isomerase activity | P07237 | PDI insulin aggregation turbidity, A650, 90 min | inhibition, % at 10 µM | 350,000 tested, 0.052% active | AID 588391;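 active = mean inhibition across replicates of 30% or more, whatever share of single replicates reach that level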;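 also: absorbance from insulin aggregation driven by PDI reduction with DTT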
CaV13 ICDI inh – Disruptors of the CACNA1D IQ motif to Ca2+-dependent inactivation inhibitor domain association, primary screening, Förster resonance energy transfer in intact living …. HEK cells, CFP/YFP FRET ICDI-IQ, plate reader, 10 min; percent FRET-ratio fall versus neutral wells. inhibition, % at 12.3 µM. 340,000 tested, 0.098% active. AID 743397;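 active = mean replicate inhibition of at least 30% and at least 1% of replicates passing that level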;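 also: 0% = median of the neutral control wells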
HTR2A ag – mouse HTR2A agonism via beta-arrestin recruitment. AID 624169. P35363. activation, % at 7.6 µM. 360,000 tested, 0.66% active. CHO-K1 mHTR2A beta-arrestin complementation, luminescence; percent of 30 µM serotonin response;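 active = activation above a run cutoff, the mean activation of all tested compounds plus 3 SD, cut at about 14% in these data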;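 also: 0% = plate median of compound wells and 100% = 30 µM serotonin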
Target sequence (P35363 whole entry, looked up): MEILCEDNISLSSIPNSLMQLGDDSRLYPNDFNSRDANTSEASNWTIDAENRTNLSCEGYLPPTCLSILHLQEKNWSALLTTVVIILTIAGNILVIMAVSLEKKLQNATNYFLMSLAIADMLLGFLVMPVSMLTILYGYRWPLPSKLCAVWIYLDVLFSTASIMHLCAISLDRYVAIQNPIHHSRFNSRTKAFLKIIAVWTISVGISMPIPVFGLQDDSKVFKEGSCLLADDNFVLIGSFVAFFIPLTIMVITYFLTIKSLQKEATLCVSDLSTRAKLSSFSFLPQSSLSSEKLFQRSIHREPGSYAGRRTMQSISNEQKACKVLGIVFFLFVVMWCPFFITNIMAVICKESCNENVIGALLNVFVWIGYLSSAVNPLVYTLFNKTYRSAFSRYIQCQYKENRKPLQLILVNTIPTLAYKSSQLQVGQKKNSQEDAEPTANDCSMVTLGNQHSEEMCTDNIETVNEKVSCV
* hit, by the source's call; / = not tested or not shown.

item	Compound	ABCB6 inh MLPCN	MC4R antag cAMP	MC4R ag barr	Vif inh	aDG glyco act
1	CC1CCCN(S(=O)(=O)c2coc(C(N)=O)c2)C1 (stereo unspecified)	100	1	-1.5	4	0.5
2	Cc1ccc2nc(SCC(=O)Nc3cccc(Cl)c3)nc(=O)n2c1	103	-2	-3.5	-2	0.4
3	COc1ccc(S(=O)(=O)N2CCN(C(=O)c3ccccn3)CC2)cc1	106	1	-3.4	2	-0.3
4	O=C(Nc1cccc(C(=O)NC2CCCCC2)c1)c1ccccc1	100	7	0.3	-2	0.4
5	COC(=O)c1ccccc1NC(=O)C1CC(=O)N(c2ccc(C)c(C)c2)C1 (stereo unspecified)	96	13	0.0	-4	0.2
6	CCN(CC)c1ccc(/C=N/Nc2nc(C)cc(C)n2)cc1	97	-9	-0.9	-8	1.3
7	CC(C)c1ccc(S(=O)(=O)N2CCN(C(=O)c3ccc(N4CCCC4)c([N+](=O)[O-])c3)CC2)cc1	93	-2	1.1	/	0.5
8	COc1ccccc1CNC(=O)C1(C)CCN1Cc1ccc(OC(F)(F)F)cc1 (stereo unspecified)	94	9	2.3	-21	0.6
9	Cc1cc(NC(=O)Cn2nc(C)c([N+](=O)[O-])c2C)no1	99	-2	-1.3	27	-0.1
10	CCOC(=O)c1ccc(NC(=O)CC2C(=O)OCCN2CC)cc1 (stereo unspecified)	100	3	-0.1	7	0.4
11	COc1ccccc1CCCNC(=O)C1CCC(=O)N(CCc2cccc(F)c2)C1 (stereo unspecified)	91	18	1.8	1	0.2
12	CCN1CCN(c2cc(C)c3cc(NC(=O)c4ccc5c(c4)OCO5)ccc3n2)CC1	96	-2	0.9	/	-0.1

item	H9c2 protect	Glyco luc inh	PDI turbidity	CaV13 ICDI inh	HTR2A ag
1	10	-6	/	-2	1
2	-7	1	8	-5	2
3	-2	0	0	-4	9
4	-4	1	-6	-3	2
5	-5	3	-5	-6	-4
6	-4	-1	-2	-5	-4
7	-3	/	6	-2	0
8	-10	-4	4	-6	-2
9	0	1	2	9	-4
10	-1	0	0	-5	-4
11	-4	0	6	-6	-1
12	-36	-4	2	-5	-13

Pulled by compound from the entries so far (7):
item	Compound	ABCB6 inh MLPCN	MC4R antag cAMP	MC4R ag barr	Vif inh	aDG glyco act
12	CCN1CCN(c2cc(C)c3cc(NC(=O)c4ccc5c(c4)OCO5)ccc3n2)CC1	96	-2	0.9	/	-0.1
9	Cc1cc(NC(=O)Cn2nc(C)c([N+](=O)[O-])c2C)no1	99	-2	-1.3	27	-0.1
6	CCN(CC)c1ccc(/C=N/Nc2nc(C)cc(C)n2)cc1	97	-9	-0.9	-8	1.3
5	COC(=O)c1ccccc1NC(=O)C1CC(=O)N(c2ccc(C)c(C)c2)C1 (stereo unspecified)	96	13	0.0	-4	0.2
7	CC(C)c1ccc(S(=O)(=O)N2CCN(C(=O)c3ccc(N4CCCC4)c([N+](=O)[O-])c3)CC2)cc1	93	-2	1.1	/	0.5
3	COc1ccc(S(=O)(=O)N2CCN(C(=O)c3ccccn3)CC2)cc1	106	1	-3.4	2	-0.3
10	CCOC(=O)c1ccc(NC(=O)CC2C(=O)OCCN2CC)cc1 (stereo unspecified)	100	3	-0.1	7	0.4

item	H9c2 protect	Glyco luc inh	PDI turbidity	CaV13 ICDI inh	HTR2A ag
12	-36	-4	2	-5	-13
9	0	1	2	9	-4
6	-4	-1	-2	-5	-4
5	-5	3	-5	-6	-4
7	-3	/	6	-2	0
3	-2	0	0	-4	9
10	-1	0	0	-5	-4

Other entries follow.
item	Compound	ABCB6 inh MLPCN	MC4R antag cAMP	MC4R ag barr	Vif inh	aDG glyco act
13	O=C(CCC1CCCN(c2ncccn2)C1)N1CCN(c2ccccn2)CC1 (stereo unspecified)	100	11	-0.2	/	-0.1
14	COc1cccc(C(=O)N2CCCC(CCC(=O)NCc3ccc(F)c(F)c3)C2)c1 (stereo unspecified)	104	8	1.7	-5	0.2
15	Oc1ccc(/C=N/NC(=S)NCc2ccco2)cc1	112	16	-2.1	-4	-0.3
16	CC1=C(C(=O)N2CCCCCC2)CC(CC(=O)NCCc2ccccn2)C(=O)N1Cc1ccccc1 (stereo unspecified)	99	/	/	/	0.1
17	Cc1ncc([N+](=O)[O-])n1CCOC(=O)c1cc(Cl)cc(Cl)c1N	95	17	-0.4	6	0.7
18	CC(C)(C)c1ccc(OCC(=O)O)cc1	104	7	0.1	-1	-0.1
19	Cc1cc(C)c(S(=O)(=O)c2c(C)cccc2C)c(OCC(C)C)n1	92	9	-0.7	6	0.0
20	CC1CCCCC12NC(=O)N(CC(=O)OCc1ccccc1Cl)C2=O (stereo unspecified)	86	14	-0.7	-17	-0.3
21	CCC1CCCCN1CCCNC(=O)c1ccc(CS(=O)(=O)c2ccccc2OC)o1 (stereo unspecified)	98	5	-2.4	19	-0.3
22	Cc1cccc(-c2nc(CN3CCN(Cc4cccc(F)c4)CC3)c(C)o2)c1	100	-1	1.1	-5	0.0
23	Nc1nnc(SCc2ccc(F)cc2)n1-c1ccccc1	94	14	-3.2	13	1.0
24	Cc1ccc(/C=C/C(=O)Nc2cccc(S(=O)(=O)N3CCOCC3)c2)o1	104	0	-1.1	-12	0.0

item	H9c2 protect	Glyco luc inh	PDI turbidity	CaV13 ICDI inh	HTR2A ag
13	5	0	3	-2	-2
14	10	2	1	-1	-3
15	-2	0	4	/	2
16	2	2	/	-8	3
17	-9	-2	14	-6	4
18	8	2	5	-4	-2
19	-17	-8	-6	/	-5
20	-6	2	3	-1	3
21	2	0	1	-1	1
22	-4	-1	3	-2	-5
23	2	1	0	-5	-2
24	1	0	-9	-5	0

Next section.
item	Compound	ABCB6 inh MLPCN	MC4R antag cAMP	MC4R ag barr	Vif inh	aDG glyco act
25	Cc1ccc(C(=O)NN(CCC(=O)NC(C)(C)C)C2=NS(=O)(=O)c3ccccc32)cc1	94	8	-2.6	-10	-0.2
26	Cc1nc(N=C(N)N)nc2c(C)cccc12	100	-8	-2.3	-13	0.2
27	O=C(C[n+]1cccc(CNC(=O)c2ccc(OC(F)F)cc2)c1)Nc1cccc(C(F)(F)F)c1	99	12	-0.9	11	-0.1
28	Cc1nn(CC(=O)Nc2ccc3c(c2)OCCO3)c(C)c1[N+](=O)[O-]	96	16	-1.7	6	0.2
29	CCOC(=O)CCc1c(C)nc2c(c(C)nn2-c2ccccc2)c1C	95	13	-1.3	-11	0.4
30	COc1ccc(N/N=C(\C#N)C(=N)N2CCCCC2)cc1	94	-13	-2.1	0	-0.1
31	CC1=NN(C(N)=S)C(=O)C1N=Nc1ccccc1Cl (stereo unspecified)	101	6	-0.8	-12	0.5
32	COC(=O)C1=CN(Cc2ccc(OC)c(OC)c2)C=C(C(=O)OC)C1c1ccc(O)cc1	97	4	0.3	-3	0.3
33	CCc1ccc(-n2cccc2/C=C2/C(=N)N3C(=NC2=O)SN=C3S(C)(=O)=O)cc1	116	18	1.7	-5	-0.5
34	O=[N+]([O-])c1ccccc1S(=O)(=O)Oc1ccc(/C=N/n2cnnc2)cc1	96	8	0.0	-10	0.3
35	O=C(NCc1ccccn1)c1c(O)c2cccc3c2n(c1=O)CC3	/	18	-1.0	8	0.3
36	Cc1ccc(F)cc1NC(=O)COC(=O)C1CC2CCCC(C1)C2=O (stereo unspecified)	102	9	0.0	/	-0.3

item	H9c2 protect	Glyco luc inh	PDI turbidity	CaV13 ICDI inh	HTR2A ag
25	10	-3	3	-2	-1
26	2	22	2	0	-8
27	-2	5	7	-14	-8
28	-2	2	1	-5	-3
29	6	-2	-10	-18	0
30	-11	-6	7	-3	-3
31	-11	1	9	-3	3
32	3	-5	2	-1	4
33	-10	-1	0	-5	5
34	-2	0	-2	-8	2
35	-9	1	-6	/	-3
36	7	1	5	-6	-2

The list continues.
item	Compound	ABCB6 inh MLPCN	MC4R antag cAMP	MC4R ag barr	Vif inh	aDG glyco act
37	CCOC(=O)Cn1c(=NC(=O)C(C)C)sc2c(C)cc(C)cc21	97	4	3.1	0	0.1
38	CC(/C=N/N1CCN(c2ccccc2)CC1)=C\c1ccccc1	100	12	0.1	-1	-0.2
39	COc1cc(/C=C/C(=O)NC(=O)c2ccccc2O)ccc1OC(C)=O	107	11	1.1	-1	-0.1
40	CCOc1cc(CN2CCSCC2)ccc1O	97	1	-0.8	1	0.1
41	CC(=O)c1ccc(OCc2cc(C(=O)N3CCC[C@H]3CO)no2)cc1	101	1	1.4	1	-0.3
42	O=C(CCN1C(=O)c2cccnc2C1=O)NC1CCCCCC1	93	4	-0.4	-5	0.2

item	H9c2 protect	Glyco luc inh	PDI turbidity	CaV13 ICDI inh	HTR2A ag
37	-5	-4	-9	-5	5
38	-4	0	-3	-7	-1
39	-12	-1	/	/	1
40	14	0	2	-4	-3
41	-8	-2	4	-5	9
42	7	2	2	/	1

Compound activity from PubChem BioAssay.
